Bioassay records (PubChem)
GSK3beta inhib = human GSK3beta kinase inhibition; 0.038% of 300,000 active; GST-GSK3beta kinase, ADP-Glo luminescence, 60 min; stronger effect = lower value; activity score (negative = inhibition), % at 10 µM;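 active = more than half of replicate wells score below -50%, meaning over 50% inhibition versus plate controls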;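 note: 0% = median DMSO wells and -100% = median GW8510 positive control wells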
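test system = GST-tagged human GSK3beta kinase, cell-free | reagent = 25 µM ATP with peptide substrate | dosing = one dose of 10 µM per compound | schedule = 60 min reaction, RT | detection = luminescent ADP-Glo measurement of ADP formed | control set = DMSO neutral wells and GW8510 at 20 µM as positive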
RGS4 pot = RGS4 potentiation or activation | HEK293 M3R/inducible RGS4, carbachol calcium flux Fluo4; stronger effect = lower value | B-score at 10 µM | 0.92% of 310,000 active | AID 463111;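 active = B-score of the integrated calcium signal more than 4 SD below the library mean, with starting fluorescence not abnormally high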;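 note: negative B-score means reduced calcium response which marks RGS4 activation or potentiation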
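Test system: HEK293 cells with stable M3R and inducible RGS4; also added: carbachol at ECmax as muscarinic agonist stimulus; schedule: dye loading 30 min 37 °C, buffer rest 30 min RT; technique: kinetic calcium fluorescence imaging with Fluo4-AM dye, 2 µM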
KCNQ1 inh = human KCNQ1 channel inhibition; CHO-K1 KCNQ1, FluxOR thallium flux fluorescence; stronger effect = higher value; B-score at 10 µM; 1.3% of 310,000 active; AID 2642;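 active = compounds whose thallium flux B-score, printed positive for inhibition, exceeds three library SD while starting fluorescence stays within three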;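 note: channel opened by potassium depolarization with thallium stimulus after 20 min compound exposure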
hERG protect = shields human hERG channel from block by proarrhythmic agents; CHO-hERG, FluxOR thallium flux, dofetilide IC70 present; 0.51% of 310,000 active; activation (rescue from dofetilide block), less the hit threshold, % at 10 µM;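 active = activation above the mean of controls blocked by dofetilide plus 5 SD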;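 note: thallium influx through hERG after potassium depolarization seen as dye fluorescence rise; in these data hits start at about 4.7%; inactives centre near -7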
KCNQ1 act = potentiators or activators of human KCNQ1 potassium channel; P51787; CHO-K1 KCNQ1, thallium flux FluxOR fluorescence; stronger effect = higher value; 0.35% of 310,000 active; B-score at 10 µM; AID 2648;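 active = fluorescence ratio B-score, a plate-corrected score, at least three library SD, with initial intensity B-score within 5 SD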
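System: CHO-K1 cells stably expressing KCNQ1 / Medium: assay buffer for compound exposure, DMSO matched across wells / Reagent: thallium- and potassium-containing depolarizing buffer / Compound: one concentration, matched DMSO / Incubation: 20 min compound pretreatment at room temperature / Measured by: kinetic FluxOR fluorescence, 10 s baseline plus 110 s post-stimulus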
DYRK1A inh = inhibitors of rat Dyrk1A kinase | inhibition, % at 12.5 µM | ADP-Glo luminescence, NFATc1 peptide | Q63470 | 0.43% of 310,000 active; in the data active = inhibition above about 50%;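 note: plate controls were vehicle with enzyme for no effect and no enzyme for full effect; many of its hits are not listed in these tables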
KCNK9 inh = blocks the human KCNK9 two-pore domain potassium channel. 1.2% of 310,000 active. HEK293 KCNK9, FluxOR thallium flux fluorescence; stronger effect = lower value. AID 488922. B-score at 10 µM. Q9NPC2;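 active = ratio B-score over 3 SD below the library mean, with starting fluorescence within 5 SD of its mean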;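 note: negative B-score means less thallium flux so channel inhibition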
Target sequence (Q9NPC2 whole entry, looked up, the tested form may be a part): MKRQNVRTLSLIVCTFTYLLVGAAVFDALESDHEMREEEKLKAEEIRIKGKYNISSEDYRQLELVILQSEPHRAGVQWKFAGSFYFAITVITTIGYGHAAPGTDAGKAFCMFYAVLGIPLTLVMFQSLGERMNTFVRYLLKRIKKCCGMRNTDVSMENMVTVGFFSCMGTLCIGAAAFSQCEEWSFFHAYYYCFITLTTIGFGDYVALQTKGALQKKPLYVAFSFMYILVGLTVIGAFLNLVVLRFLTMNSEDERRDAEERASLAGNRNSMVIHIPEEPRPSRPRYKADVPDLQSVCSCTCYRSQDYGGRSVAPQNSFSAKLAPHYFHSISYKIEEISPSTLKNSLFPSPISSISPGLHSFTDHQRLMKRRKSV
KCNK3 inh = human KCNK3 channel inhibition, primary screen | O14649 | CHO-KCNK3 thallium flux, FluxOR fluorescence; stronger effect = lower value | B-score at 10 µM | 0.84% of 340,000 active | AID 602410;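 active = B-score under library mean minus 4 SD, starting fluorescence ratio at most library mean plus 5 SD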;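 note: more negative B-score means stronger inhibition of thallium flux through KCNK3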
RGS4 inh = inhibitors of human RGS4. P49798. HEK293 M3R/RGS4 inducible, Fluo-4 calcium flux; stronger effect = higher value; triggered by carbachol at its EC20. B-score at 10 µM. 0.45% of 310,000 active;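 active = B-score, a plate-corrected calcium signal, over three deviations above library mean, with baseline fluorescence within five deviations of library mean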;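 note: RGS4 expression induced by doxycycline in cells with stable M3 receptor; B-score is computed from the integrated fluorescence ratio over baseline after carbachol; higher B-score means a larger calcium signal and so more RGS4 inhibition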
Target sequence (P49798 whole entry, looked up): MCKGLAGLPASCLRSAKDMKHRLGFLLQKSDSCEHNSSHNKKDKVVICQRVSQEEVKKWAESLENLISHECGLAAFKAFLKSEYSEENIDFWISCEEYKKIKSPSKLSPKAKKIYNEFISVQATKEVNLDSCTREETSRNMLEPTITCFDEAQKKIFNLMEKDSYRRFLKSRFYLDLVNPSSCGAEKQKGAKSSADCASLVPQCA
PolyA inhibitor = inhibitors of polyadenylation in S. cerevisiae; S. cerevisiae SKY197-pL101 polyadenylation reporter, beta-gal luminescence; efflux-impaired pdr1/pdr3 knockout yeast; score 100 = 6 SD above DMSO; calls only at 12 µM; 0.02% of 300,000 active;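 active = lowest replicate activity score at least 50, where 100 means six control SD above control mean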;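 note: yeast exposed to compound for 9 h at 30 °C; higher score means more reporter readthrough which indicates perturbed polyadenylation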
GSK3 alpha inh = human GSK-3 alpha kinase inhibition | P49840 | ADP-Glo luminescence, 60 min | inhibition, % at 10 µM | 0.1% of 320,000 active;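 in the data active = inhibition above about 50%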;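 note: GST-tagged GSK-3 alpha with peptide substrate and 25 µM ATP; 0% = DMSO neutral wells and 100% = GW8510 positive control wells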
Target sequence (P49840 whole entry, looked up): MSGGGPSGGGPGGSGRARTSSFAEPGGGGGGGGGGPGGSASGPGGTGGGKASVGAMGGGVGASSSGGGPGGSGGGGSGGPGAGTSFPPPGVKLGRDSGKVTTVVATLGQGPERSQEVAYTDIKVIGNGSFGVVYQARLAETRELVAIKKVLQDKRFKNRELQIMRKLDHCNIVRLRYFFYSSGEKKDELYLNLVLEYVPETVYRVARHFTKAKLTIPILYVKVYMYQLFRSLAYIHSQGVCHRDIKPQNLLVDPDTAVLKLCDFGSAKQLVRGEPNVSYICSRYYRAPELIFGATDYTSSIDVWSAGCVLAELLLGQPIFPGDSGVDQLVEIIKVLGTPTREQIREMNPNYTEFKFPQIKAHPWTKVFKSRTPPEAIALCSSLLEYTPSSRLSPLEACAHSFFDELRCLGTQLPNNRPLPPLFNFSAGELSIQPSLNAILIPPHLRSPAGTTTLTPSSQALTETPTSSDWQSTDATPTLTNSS
An asterisk follows results filed as active; i = inactive; nt = no result given. This is a subset, so the mix of outcomes need not match the whole.

entry	molecule	GSK3beta inhib	RGS4 pot	KCNQ1 inh	hERG protect	KCNQ1 act	DYRK1A inh
1	CN(C)c1ccc(/C(=N\O)C(F)(F)F)cc1	-2	i	i	-9	i	8
2	Cc1cccc(OCC(=O)NCC(=O)N/N=C/c2cccnc2)c1	-1	i	i	-13	i	-4
3	O=c1c2ccccc2c(C=Nc2ccccc2O)c(O)n1-c1nccs1	-2	i	i	-8	i	-1
4	Cc1ccc(/C=C/C(=O)NCCCn2ccnc2)cc1	1	i	i	-2	i	3
5	COc1cccc(C2=NN(C(=O)c3cccs3)C(O)(C(F)(F)F)C2)c1 (stereo not drawn)	-2	i	i	-7	i	-4
6	Cc1cc(C)cc(C(=O)Nc2ccc(N3CCN(C(=O)c4ccco4)CC3)cc2)c1	0	i	i	-10	i	6
7	CC1(c2ccccc2Br)NC(=O)N(CC(=O)Nc2ccc(S(N)(=O)=O)cc2)C1=O (stereo not drawn)	0	i	i	-11	i	-6
8	CCCCn1c(CCNC(=O)c2ccco2)nc2ccccc21	1	i	i	-12	i	-7
9	O=C(N1CCCCC1)C1(c2ccccc2)CCCCC1	2	i	i	3	i	-3
10	O=[N+]([O-])c1cc2c(cc1C=Nc1ccccc1)OCO2	0	i	i	-11	i	-12
11	O=C(CN1CCN(S(=O)(=O)c2ccc(Br)cc2)CC1)Nc1ccccc1F	2	i	i	-7	i	4
12	CCn1cc(C(=O)OCc2ccccc2)c(=O)c2ccc(C)nc21	4	i	i	-13	i	16
13	Oc1nc(-c2ccc(Cl)cc2)n2ccncc12	2	i	i	-8	i	-2
14	Cc1ccc(NC(=O)NCCCN2CCCC2=O)cc1	-1	i	i	-13	i	3
15	CC(=O)Nc1ccc(S(=O)(=O)N2CCSCC2)cc1	-1	i	i	-6	i	-4

entry	KCNK9 inh	KCNK3 inh	RGS4 inh	PolyA inhibitor	GSK3 alpha inh
1	i	i	i	i	-4
2	i	i	i	i	-1
3	i	i	i	i	-4
4	i	i	i	i	1
5	i	i	i	i	0
6	i	i	i	i	5
7	i	i	i	i	-2
8	i	i	i	i	0
9	i	i	i	i	0
10	i	i	i	i	2
11	i	i	i	i	0
12	i	i	i	i	21
13	i	i	i	i	-1
14	i	i	i	i	-4
15	i	i	i	i	3

An excerpt of these results, as labelled records.
15	CC(=O)Nc1ccc(S(=O)(=O)N2CCSCC2)cc1
  GSK3beta inhib = -1 | RGS4 pot = i | KCNQ1 inh = i | hERG protect = -6 | KCNQ1 act = i | DYRK1A inh = -4 | KCNK9 inh = i | KCNK3 inh = i | RGS4 inh = i | PolyA inhibitor = i | GSK3 alpha inh = 3
8	CCCCn1c(CCNC(=O)c2ccco2)nc2ccccc21
  GSK3beta inhib = 1 | RGS4 pot = i | KCNQ1 inh = i | hERG protect = -12 | KCNQ1 act = i | DYRK1A inh = -7 | KCNK9 inh = i | KCNK3 inh = i | RGS4 inh = i | PolyA inhibitor = i | GSK3 alpha inh = 0
1	CN(C)c1ccc(/C(=N\O)C(F)(F)F)cc1
  GSK3beta inhib = -2 | RGS4 pot = i | KCNQ1 inh = i | hERG protect = -9 | KCNQ1 act = i | DYRK1A inh = 8 | KCNK9 inh = i | KCNK3 inh = i | RGS4 inh = i | PolyA inhibitor = i | GSK3 alpha inh = -4

The listing continues.
entry	molecule	GSK3beta inhib	RGS4 pot	KCNQ1 inh	hERG protect	KCNQ1 act	DYRK1A inh
16	Nc1c(-c2cccc(Cl)c2)cnn1-c1cccc(C(F)(F)F)c1	-1	i	i	-7	i	-3
17	CCOc1ccc(Cn2nnc(C(=O)NCc3ccc(OC)cc3)c2N)cc1	3	i	i	-5	i	0
18	COC(=O)c1cc(C(=O)N2CCc3ccccc32)cc([N+](=O)[O-])c1	nt	i	i	-3	i	6
19	CCS(=O)(=O)Nc1c(C(=O)OC)[nH]c2ccccc12	-2	i	i	-17	i	-2
20	COc1cc(C)c(Cc2cnc(N)nc2N)cc1OC	-4	i	i	-6	i	nt
21	CCOC(=O)N1CCC(NC(=O)CCS(=O)(=O)c2ccc3c(c2)CCN3C(=O)CC)CC1	8	i	i	-3	i	-2
22	O=C(CCC1CCCCC1)Nc1cc(C(F)(F)F)ccc1N1CCOCC1	1	i	i	-10	i	-6
23	Cn1c(-c2ccccc2)cccc1=O	-2	i	i	-3	i	1
24	Cc1ccc(OCCCN2C(=O)C(=O)c3cc(C)ccc32)cc1	2	i	i	-7	i	-1
25	COC(=O)c1cc(=O)n(Cc2ccc3c(c2)OCO3)c(=Nc2ccc(F)cc2)s1	3	i	6*	-8	i	6
26	COC(C/C=C\[C@H](O)[C@H](C)OCc1ccccc1)OC	4	i	i	-4	i	0
27	O=[N+]([O-])c1cccc(-c2n[nH]c(=S)n2-c2ccc(Br)cc2)c1	-1	i	i	-7	i	13
28	O=C(CCCN1C(=O)CSc2ncccc21)N1CCN(c2cccc(C(F)(F)F)c2)CC1	-4	i	i	-21	i	10
29	CCN(c1ccccc1)c1cc2ccccc2c(=O)[nH]1	-2	i	i	-14	i	16
30	O=C(O)c1ccc2[nH]c3c(c2c1)CCCC3	2	i	i	-2	i	-6

entry	KCNK9 inh	KCNK3 inh	RGS4 inh	PolyA inhibitor	GSK3 alpha inh
16	i	i	i	i	1
17	i	i	i	i	-1
18	i	i	i	i	-2
19	i	i	i	i	0
20	i	nt	i	i	-2
21	i	i	i	i	-1
22	i	i	i	i	-2
23	i	i	i	i	-4
24	i	i	i	nt	-1
25	-8*	i	i	i	2
26	i	i	i	i	-1
27	i	i	i	i	2
28	i	i	i	i	1
29	i	i	i	i	3
30	i	i	i	i	-2

The list goes on (2 carried over from the part before).
entry	molecule	GSK3beta inhib	RGS4 pot	KCNQ1 inh	hERG protect	KCNQ1 act	DYRK1A inh
29	CCN(c1ccccc1)c1cc2ccccc2c(=O)[nH]1	-2	i	i	-14	i	16
30	O=C(O)c1ccc2[nH]c3c(c2c1)CCCC3	2	i	i	-2	i	-6
31	Cc1ccc(C(=O)COC(=O)CCC(=O)Nc2cccc(Cl)c2)cc1[N+](=O)[O-]	0	i	i	-11	i	4
32	Cc1ccc(O)c(C(=O)c2cc(C#N)c(=O)n(-c3nccs3)c2)c1	3	i	i	-10	i	14
33	COc1ccccc1CNC(=O)CCCn1nc(C)n2ccnc2c1=O	6	i	i	-7	i	0
34	COc1ccccc1C(=O)COC(=O)c1ccccc1OCC(=O)Nc1ccc(SC(F)F)cc1	2	-7.8*	i	-6	i	-3
35	COc1ccc(CN(C)C(=O)c2cccc(NS(=O)(=O)c3ccccc3)c2)cc1F	-5	i	i	-3	i	-3
36	O=C(NCCc1ccccc1)C(c1ccncc1)N(C(=O)c1csnn1)C1CC1 (stereo not drawn)	1	i	i	-13	i	3
37	C/C(Cl)=C/Cn1c(SCCN2CCOCC2)nc2c1c(=O)[nH]c(=O)n2C	1	i	i	-1	i	-6
38	Cn1c2ccc(F)cc2c2ncn(Cc3ccco3)c(=O)c21	-6	i	i	-10	i	28
39	CSCCC(NC(=O)/C(=C/c1ccco1)NC(=O)c1ccc(Br)o1)C(=O)O (stereo not drawn)	2	i	i	0	i	0
40	c1ccc(-c2n[nH]c(-c3ccccc3)c2-c2nc3ccccc3[nH]2)cc1	1	i	i	-13	i	-6
41	Cc1ccc2cccc(Oc3ncnc4scc(-c5ccccc5)c34)c2n1	0	i	i	-5	i	-4
42	Cc1csc(NC(=O)c2cc(-c3ccco3)nc3ccccc23)n1	-4	i	i	-24	i	-3
43	O=C(c1cccs1)N1N=C(c2ccc(O)cc2)CC1c1ccccc1 (stereo not drawn)	4	i	i	-4	i	-2
44	CC1Cc2nc(SCC(=O)OCc3ccccc3)n(C)c(=O)c2S1 (stereo not drawn)	-3	i	i	-12	i	5
45	O=C(COC(=O)c1ccc2ncsc2c1)NC(=O)c1ccccc1	3	i	i	-6	i	5

entry	KCNK9 inh	KCNK3 inh	RGS4 inh	PolyA inhibitor	GSK3 alpha inh
29	i	i	i	i	3
30	i	i	i	i	-2
31	i	i	i	i	0
32	i	i	i	i	-1
33	i	i	i	i	1
34	i	i	i	i	1
35	i	i	i	i	-1
36	i	i	i	i	-1
37	i	i	i	i	0
38	i	i	i	i	-53
39	i	i	i	i	-1
40	i	i	i	i	1
41	i	i	i	i	-1
42	i	i	i	i	8
43	i	i	i	i	-2
44	i	i	i	i	1
45	i	i	i	i	-2

(list continues)
entry	molecule	GSK3beta inhib	RGS4 pot	KCNQ1 inh	hERG protect	KCNQ1 act	DYRK1A inh
46	COc1ccc(S(=O)(=O)N(C)C)cc1NC(=O)CSc1nnc(-c2cccnc2)o1	1	i	i	-3	i	nt
47	O=[N+]([O-])c1ccc(-c2nc(NCc3cccnc3)c3ccccc3n2)cc1	-3	i	i	-7	i	-7
48	Cc1cc(C(=O)N2CCN(CCc3ccccc3)CC2)no1	0	i	i	-4	i	0
49	Cc1ccc(N(CC(=O)NCc2ccc(F)cc2)C(=O)CCC(=O)Nc2ccccn2)cc1C	-3	i	i	-7	i	-7
50	CCCCn1c(CCn2nc(C)c(Br)c2C)n[nH]c1=S	3	i	i	-9	i	6
51	CCOC(=O)N1CCN(C(=O)c2ccc3c(=O)n(-c4ccc(OC)cc4)c(=S)[nH]c3c2)CC1	0	i	i	-4	i	3
52	CN(Cc1ncc[nH]1)Cc1cn(-c2ccccc2)nc1-c1ccc2c(c1)OCO2	4	i	i	-7	i	-3
53	COC(=O)c1nn(-c2ccc3c(c2)OCO3)cc1O	-2	i	i	-8	i	69*
54	CCCOc1ccc(C(=O)NCc2cccnc2)cc1	1	i	i	-4	i	-3

entry	KCNK9 inh	KCNK3 inh	RGS4 inh	PolyA inhibitor	GSK3 alpha inh
46	i	i	i	i	-3
47	i	i	i	i	0
48	i	i	i	i	0
49	i	i	i	i	0
50	i	i	i	i	0
51	i	i	i	i	0
52	i	i	i	i	0
53	i	i	i	i	-2
54	i	i	i	i	1
